EPAC2 antagonist: EPAC2 (human) antagonism | Q8WZA2 | Potency, µM (highest dose often 114 µM), for the others: at the highest dose activity, negative = inhibition, actives largely listed as inhibitors | 360,000 tested, 0.18% active | EPAC2 GEF exchange of Rap1B-BODIPY-GDP, fluorescence; also: % is scaled to controls: 0 for no effect and ±100 for the full control effect; nearly all actives have a fitted effect of over 45% in size; many of its hits are not listed in these tables
Target sequence (Q8WZA2 whole entry, looked up): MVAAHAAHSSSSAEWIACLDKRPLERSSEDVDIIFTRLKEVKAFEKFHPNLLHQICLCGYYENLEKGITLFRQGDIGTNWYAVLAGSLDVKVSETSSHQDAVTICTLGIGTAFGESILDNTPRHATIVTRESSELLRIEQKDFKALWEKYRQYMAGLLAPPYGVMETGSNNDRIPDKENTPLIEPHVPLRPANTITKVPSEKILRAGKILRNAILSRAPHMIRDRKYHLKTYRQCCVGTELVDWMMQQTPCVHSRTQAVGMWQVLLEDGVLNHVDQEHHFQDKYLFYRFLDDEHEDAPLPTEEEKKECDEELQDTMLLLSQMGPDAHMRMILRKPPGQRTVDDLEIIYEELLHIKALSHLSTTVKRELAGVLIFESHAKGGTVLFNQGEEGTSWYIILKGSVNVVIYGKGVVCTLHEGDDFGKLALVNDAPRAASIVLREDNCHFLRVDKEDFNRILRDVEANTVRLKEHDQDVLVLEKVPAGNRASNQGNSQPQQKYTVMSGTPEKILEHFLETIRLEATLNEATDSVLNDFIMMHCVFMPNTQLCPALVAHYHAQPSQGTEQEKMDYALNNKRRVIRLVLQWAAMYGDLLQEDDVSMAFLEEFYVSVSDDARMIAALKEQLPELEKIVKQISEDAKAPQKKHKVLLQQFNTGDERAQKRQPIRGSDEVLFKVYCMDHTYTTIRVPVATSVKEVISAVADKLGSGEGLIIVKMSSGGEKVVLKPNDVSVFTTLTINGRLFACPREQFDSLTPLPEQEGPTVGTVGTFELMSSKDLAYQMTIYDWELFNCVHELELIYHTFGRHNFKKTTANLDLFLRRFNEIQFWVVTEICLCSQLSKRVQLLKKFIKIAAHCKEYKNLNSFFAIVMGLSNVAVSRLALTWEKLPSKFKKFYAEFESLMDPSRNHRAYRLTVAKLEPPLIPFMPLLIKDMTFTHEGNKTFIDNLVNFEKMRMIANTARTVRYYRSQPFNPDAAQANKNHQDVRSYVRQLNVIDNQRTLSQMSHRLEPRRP
S2 tox: reduces viability in counter-screen for ATXN expression inhibitors; S2 cells (HEK-293 line with an ATXN2-luciferase reporter) viability, CellTiter-Fluor protease fluorescence, 24 h; Potency, µM (top dose mostly 56.7 µM), usual class: cytotoxic; 400,000 tested, 0.49% active; AID 651635; also: nearly all actives have a fitted effect of over 40% in size
ATXN2 expr inh: ATXN2 expression inhibition. HEK-293 ATXN2-luciferase reporter, luminescence, 24 h. Potency, µM (doses to about 57 µM), for inactives: at the highest dose activity change, negative = inhibition, usual class: inhibitors. 360,000 tested, 0.72% active. AID 1745845; also: % is scaled to controls: 0 for no effect and ±100 for the full control effect; nearly all actives have a fitted effect of over 55% in size
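ATXN2-luciferase reporter cells (luciferase flanked by upstream and downstream ATXN2 gene portions) were treated 24 h at 37 °C with compounds at up to 57 uM. SteadyGlo luminescence gave expression; GF-AFC fluorescence gave viability.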
HepG2 viability: HepG2 cytotoxicity, counter-screen for TGF-b inhibitors; HepG2 CAGA-GFP viability, ATP luminescence, 18 h; AID 588856; 410,000 tested, 0.76% active; Potency, µM (highest dose often 46.1 µM), inactives show at the highest dose activity change, negative = cytotoxicity, usual class: cytotoxic; also: some results filed as inactive show a strong effect at the top dose
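CellTiter-Glo luminescence gave cytotoxicity after 18 hours at 37 degrees C. The cells were HepG2 CAGA-GFP in 1% FBS DMEM, stimulated with 500 pg/mL TGF-beta after compound addition. %Activity was normalised to no-cell wells (complete cell-killing) and DMSO (no toxicity), and curves were fitted and classified.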
Nrf2 inh: inhibitors of Nrf2 signaling. A549 ARE-Fluc reporter, luciferase luminescence, 18-24 h. Potency, µM (top dose mostly 46 µM), for the others: top-dose activity change, negative = inhibition, usual class: inhibitors. 360,000 tested, 2.1% active; also: % is scaled to controls: 0 for no effect and ±100 for the full control effect; nearly all actives have a fitted effect of over 60% in size
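Concentration-response testing used A549 ARE_Fluc cells at 5000 cells/well. Following an 18-24 h compound incubation, viability was read by fluorescence (Ex 405/Em 525) and luciferase output by luminescence.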
A549 viability: kills or reduces viability of A549 cells in Nrf2 counter-screen; Potency, µM (doses to about 46 µM), inactives show at the highest dose activity change, negative = cytotoxicity, hits mostly inhibitors; AID 504648; 390,000 tested, 0.16% active; A549 ARE-Fluc cells, CellTiter-Fluor viability, 18-24 h; also: % is scaled to controls: 0 for no effect and ±100 for the full control effect
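Cytotoxicity counterscreen: CellTiter-Fluor fluorescence was measured in A549 ARE_Fluc cells after 18-24 h of compound exposure in a concentration series. The subsequent BugLite luminescent read reports ARE-luciferase activity.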
TGFb SMAD3 inh: blocks TGF-b signaling. HepG2 CAGA-GFP TGF-b/SMAD3 reporter, GFP fluorescence, 18 h; TGF-beta stimulated, 500 pg/mL final. Potency, µM (top dose mostly 46.1 µM), for inactives: top-dose activity, negative = inhibition, usual class: inhibitors. 410,000 tested, 1.2% active. AID 588855; also: % is scaled to controls: 0 for no effect and ±100 for the full control effect; nearly all actives have a fitted effect of over 65% in size
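Per well, imaged GFP fluorescence of HEPG2 CAGA-GFP cells gives the signal; cells get compound, then TGF-beta (500 pg/mL final), 18 h at 37 degrees C; %Activity versus -TGF-beta and +DMSO controls.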
MCF10A rereplic: induces DNA re-replication in MCF 10a normal breast cells. MCF 10A DNA re-replication, Hoechst nuclear intensity, 48 h. Potency, µM (top dose mostly 46.1 µM), without a hit: top-dose activity, positive = re-replication, usual class: activators. 350,000 tested, 2.9% active. AID 624296; also: % of control where 0% means no effect; nearly all actives have a fitted effect of over 50% in size
Nrf2 ARE act: activators of Nrf2 (ARE) signaling. Potency, µM (top dose mostly 46.1 µM), without a hit: top-dose activation, hits mostly activators. AID 624171. AREc32 ARE-luciferase reporter (MCF7-derived line), luminescence, 24 h. 410,000 tested, 0.31% active; also: % of control where 0% means no effect; nearly all actives have a fitted effect of over 65% in size
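AREc32_Fluc, 1000 cells/well, OPTI-MEM + 5% FBS, o/n 37 deg C 5% CO2; 23 nL cpd by pin tool, 24 hr; Steady-Glo 30 min RT, luminescence.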
Numbers without * were called inactive; i = inactive; ? = inconclusive; . = no result given; [ ] = remark or other dose. Calls follow the shape of the dose curve; as a rule, active = well fitted curve in the direction sought with a large enough effect; inconclusive = small, poorly fitted or top-dose-only effect, or another doubt; inactive = no such curve, though single readings can be large; an effect the other way counts as inactive or inconclusive. Potency is read from the fitted curve at half-maximal effect. An excerpt (hit frequency here may not be typical).

item	structure	EPAC2 antagonist	ATXN2 expr inh	TGFb SMAD3 inh	Nrf2 ARE act	S2 tox	HepG2 viability	A549 viability	MCF10A rereplic	Nrf2 inh
1	Cc1ccccc1C(=O)c1cccn1CC(=O)NCCCc1ccccc1	-15%	-2%	10%	-1.3%	i	0%	0%	0%	-10%
2	CCOC(=O)c1ccc(NC(=O)CC2OCCN(CC)C2=O)cc1 (centres undefined)	8%	27%	-4%	-0.8%	i	-5%	2%	?	3%
3	CSc1nc(SCC(N)=O)c2c3c(sc2n1)CN(C)CC3	-7%	-12%	3%	13%	i	4%	-3%	2%	9%
4	CC(=O)c1ccc(OCc2cc(C(=O)NC3CCCCC3)no2)cc1	-7%	64%[activator]	1%	0.1%	i	2%	5%	7%	?
5	CC1=C(C(=O)Nc2ccccn2)C(c2ccc(Cl)cc2Cl)NC(=S)N1 (centres undefined)	3%	12%	6%	3.3%	i	-1%	-11%	?	6%
6	CCOc1cc(C2C(C(=O)OC)=C(C)NC3=C2C(=O)c2ccccc23)c(Br)cc1O (centres undefined)	.	-39%	?	0.3%	?	-14%	?	.	.
7	O=C(NCc1ccncc1)c1cncc(Br)c1	3%	.	-9%	-0.5%	i	-10%	6%	-4%	-4%
8	O=C1CSC(c2cccnc2)N1c1ccc(F)cc1 (centres undefined)	2%	-7%	8%	0.2%	i	9%	-4%	0%	14%
9	Cc1ccc(OCCCn2ccnc2)c(Br)c1	-12%	.	-5%	5.1%	i	-1%	3%	3%	1%
10	Cc1cc(S(=O)(=O)Nc2ccc(O)c(Sc3nc4ccccc4s3)c2)ccc1Cl	.	-23%	?	-1.1%	i	-45%	-5%	.	2%
11	COc1cc(C2C(C(=O)Nc3ccc(C)cc3C)=C(C)Nc3nc(SCc4ccccc4)nn32)cc(OC)c1OC (centres undefined)	.	8%	7%	-0.4%	i	0%	3%	.	-2%
12	COc1ccc(C)cc1NC(=O)c1nnn(Cc2cccc(C(F)(F)F)c2)c1N	-3%	-23%	-4%	-0.8%	i	-8%	6%	2.1µM*	-12%
13	CCOC(=O)Cn1cnc2c(sc3nc(C)cc(C)c32)c1=O	1%	.	-13%	2.9%	i	0%	-5%	-2%	18%
14	CCOC1=C2[C@@H](CN(S(=O)(=O)c3ccc(C)cc3)[C@H]2c2cccc3ccccc23)[C@H]2C(=O)N(c3ccccc3)C(=O)[C@H]2C1	-11%	5%	-14%	-0.3%	i	-6%	.	.	.
15	Cc1ccc(S(=O)(=O)NC(=NC(C)C)c2ccccc2)cc1	8%	-3%	-1%	-0.9%	i	3%	-3%	0.52µM*	4%
16	O=[N+]([O-])c1cccc(S(=O)(=O)Nc2ccc(-c3ccc(N4CCOCC4)nn3)cc2)c1	20%	34%	-3%	0.5%	i	-6%	5%	14%	5%
17	O=C(Cc1cccc2ccccc12)Nc1ccccc1Br	1%	.	-4%	0.0%	i	-11%	2%	12%	0%
18	CC1C/C(=N/N2C(=O)CSC2=S)CC(C)(C)C1 (centres undefined)	3%	-27%	24%	-0.1%	i	-19%	-4%	0%	.
19	CCCc1cc(C(=O)Nc2ccc(C(=O)c3ccccc3)cc2)n(C)n1	-10%	-38%	?	-0.5%	i	-39%	?	11%	21µM*
20	O=C(c1ccc(NS(=O)(=O)c2cccc3cccnc23)cc1)N1CCCCC1	-8%	-22%	-19%	-0.3%	i	-30%	2%	1%	-6%
21	Nc1nc(SCC(=O)NC2CCCCC2)n[nH]1	0%	5%	1%	-0.1%	i	1%	1%	5%	-3%
22	Cc1ccc(-c2noc(-c3nnn(CC(=O)Nc4cccc(C(F)(F)F)c4)c3N)n2)cc1	.	.	.	1.0%	.	-10%	-2%	.	?
23	Cc1ccc(/C=C2/SC(=S)N(CCCC(=O)Nc3cc([N+](=O)[O-])ccc3O)C2=O)cc1	-3%	?	2%	-2.8%	i	0%	-15%	24%	-16%
24	Cc1cccc(C(=O)NNC(=O)C2CCCCC2)c1O	3%	.	29%	0.0%	?	33%	.	.	.
25	CCc1sc(NC(=O)CN2CCC(C(N)=O)CC2)nc1-c1ccccc1	-11%	.	-3%	4.3%	.	15%	-1%	-1%	-23%

Further structures
item	structure	EPAC2 antagonist	ATXN2 expr inh	TGFb SMAD3 inh	Nrf2 ARE act	S2 tox	HepG2 viability	A549 viability	MCF10A rereplic	Nrf2 inh
26	Cc1cccc2cc(C#N)c(NCCCn3ccnc3)nc12	7%	3%	-14%	3.1%	i	-1%	?	?	-8%
27	NNC(=O)CNC(c1ccccc1)c1cc(Br)ccc1N (centres undefined)	-3%	-9%	-6%	0.2%	i	2%	-1%	0%	1%
28	COc1ccc(S(=O)(=O)O/N=C2\CCCc3ccccc32)cc1	10%	11%	2%	-0.2%	i	3%	0%	-4%	1%
29	CCc1ccccc1NC(=O)Nc1cccc(F)c1	-10%[57.1 µM]	.	0%	0.8%	i	-3%	-4%	-11%	-15%
30	O=C(CSc1ncccc1C(=O)O)c1ccc2ccccc2c1	4%	-32%	31%[activator]	-1.4%	i	1%	-13%	18%	-13%
31	CN(C)c1ccc(/C=C/C(=O)c2cccnc2)cc1	-11%	3%	48%[activator]	4.0%	i	-35%	10%	8%	?
32	COc1ccc(C(C)=O)cc1COC(=O)CCNS(=O)(=O)c1ccc(C)c(C)c1	-1%	4%	0%	0.0%	i	-21%	0%	10%	3%
33	Cc1ccc(OCC(=O)NC2CCS(=O)(=O)C2)c([N+](=O)[O-])n1 (centres undefined)	10%	9%	-2%	-0.5%	i	4%	1%	2%	4%
34	CN1C(=O)/C(=C\c2ccccc2OCc2ccccc2)SC1=S	-5%	19%	-3%	2.0%	i	-42%	1%	1%	10%
35	Cc1ccccc1Nc1nc(N)nc(CSc2nc3ccccc3c(=O)n2C)n1	-2%	?	?	0.2%	?	-14%	0%	?	.
36	Cc1ccc(NS(=O)(=O)c2cc([N+](=O)[O-])ccc2N/N=C/c2sc(N3CCOCC3)nc2-c2ccccc2)c(C)c1	-11%	.	52%[activator]	-0.7%	i	2%	-15%	15%	-8%
37	O=C(CC(O)CCc1ccccc1)c1ccc(O)cc1 (centres undefined)	13%	38%[activator]	32%	8.4%	i	6%	-3%	0%	2%
38	COC(=O)Nc1nn(-c2ccc(Cl)cc2)c(=O)c(C#N)c1C	7%	-18%	-2%	-1.0%	i	1%	-1%	5%	-15%
39	COCCn1c(=NC(=O)CCS(=O)(=O)c2ccccc2)sc2cc(F)ccc21	-1%	-7%	-15%	8.3%	i	21%	1%	22%	-21%
40	COc1cc(CNC2CCCCCCC2)ccc1OCC(N)=O	22%	.	-6%	0.0%	i	-20%	2%	19%	13%
41	CCCn1c(N)c(N(CCOC)C(=O)c2ccc([N+](=O)[O-])cc2Cl)c(=O)[nH]c1=O	9%	6%	11%	0.4%	i	0%	3%	-6%	0%
42	CCC(C)(C)NC(=O)C(c1ccc(C)o1)N(Cc1cccs1)C(=O)Cn1nnc2ccccc21 (centres undefined)	29%	-12%	?	0.0%	?	-42%	-14%	?	-10%
43	Nc1nc(-c2ccccc2Cl)cs1	14%	49%[activator]	-3%	5.8%	i	-1%	-2%	2%	?
44	COC(=O)c1ccc(Nc2nc3ccc(C)cc3n3cnnc23)cc1	1%	22%	22%	1.5%	i	-9%	11%	-1%	-5%
45	C=CCNc1nc(N)c(C(=O)c2ccc3c(c2)OCO3)s1	10%	50%[activator]	?	?	i	-51%	11%	?	.
46	COc1ccc(NC(=O)CCSCCC(=O)Nc2ccc(OC)cc2OC)c(OC)c1	13%	-9%	2%	-0.8%	?	3%	-2%	-1%	-13%
47	COc1ccc(CCNC(=O)c2cn3ccc(C)cc3n2)cc1OC	-16%	.	1%	0.1%	i	4%	-1%	1%	-18%
48	CCOC(=O)c1ccc(NC(=O)C2CCCN(S(=O)(=O)c3ccc(F)cc3)C2)cc1 (centres undefined)	-10%	32µM*	-10%	0.2%	?	-2%	0%	?	.
49	CCCCN(C)CCNC(=O)c1ccc2c(=O)n(CCc3ccccc3)c(=O)[nH]c2c1	.	10%	1%	-0.2%	i	-4%	-5%	.	9%[9.27 µM]
50	O=C(CC1SCCNC1=O)Nc1ccc(Cl)c(Cl)c1 (centres undefined)	-9%	8%	-13%	0.8%	i	-26%	5%	1%	?

(listing goes on)
item	structure	EPAC2 antagonist	ATXN2 expr inh	TGFb SMAD3 inh	Nrf2 ARE act	S2 tox	HepG2 viability	A549 viability	MCF10A rereplic	Nrf2 inh
51	CCOC(=O)c1oc2ccccc2c1COC(=O)CNC(=O)c1ccccc1OC	-4%	3%	18%	0.0%	i	0%	-3%	14%	4%
52	S=C(NCc1cccnc1)Nc1ccc(Cl)c(Cl)c1	-3%	-15%	?	2.7%	i	-16%	-19%	-6%	?
53	C=Cc1ccc(CSc2cc(C)nc3nc(C)nn23)cc1	0%	-7%	-4%	0.4%	i	0%	-8%	14%	-4%
54	Cc1ccccc1NC(=O)COC(=O)c1ccc(CSc2ccc(Cl)cc2)cc1	25%	-30%	0%	-0.4%	i	0%	-2%	10%	-10%
55	COc1cccc(NC(=O)CN2CCN(S(=O)(=O)c3ccc(F)cc3)CC2)c1	-4%	-19%	-20%	0.6%	i	-13%	-2%	-11%	9%
56	Cc1ccc(S(=O)(=O)N2CCOCC2)cc1C(=O)OCC(=O)c1ccc[nH]1	-6%	-3%	0%	-0.5%	i	5%	-3%	2%	5%
57	O=C(Nc1cc(Cl)cc(Cl)c1)c1cc(S(=O)(=O)N2CCc3ccccc3C2)ccc1F	.	6%	-4%	0.6%	i	-1%	-9%	.	.
58	CC1CCCC(C)N1C(=O)c1ccc(S(=O)(=O)N2CCCC2)cc1 (centres undefined)	-2%	-8%	-1%	-0.7%	i	-12%	-5%	9%	-12%

In another format: results already given.
51) CCOC(=O)c1oc2ccccc2c1COC(=O)CNC(=O)c1ccccc1OC
52) S=C(NCc1cccnc1)Nc1ccc(Cl)c(Cl)c1
53) C=Cc1ccc(CSc2cc(C)nc3nc(C)nn23)cc1
Assay by compound	51	52	53
EPAC2 antagonist	-4%	-3%	0%
ATXN2 expr inh	3%	-15%	-7%
TGFb SMAD3 inh	18%	?	-4%
Nrf2 ARE act	0.0%	2.7%	0.4%
S2 tox	i	i	i
HepG2 viability	0%	-16%	0%
A549 viability	-3%	-19%	-8%
MCF10A rereplic	14%	-6%	14%
Nrf2 inh	4%	?	-4%

Compound activity (PubChem)
